From PubChem
bovine MsrA act = activates bovine MsrA enzyme | purified bovine MsrA, absorbance read-out | activation, % at 10.6 µM | 0.3% of 360,000 active; in the data active = activation above about 7.5%;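 note: 0% = vehicle and 100% = reference activator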
MLLE-PAM2 inh = blocks PAM2 peptide binding to the PABP1 MLLE domain; 0.36% of 360,000 active; GST-MLLE / FITC-PAM2 fluorescence polarization; inhibition, % at 20 µM; AID 588489; P11940; in the data active = inhibition above about 35%, passing the limit was not always enough;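 note: plate controls were DMSO wells with GST-MLLE for no effect and wells lacking GST-MLLE protein for full effect; some results filed as inactive read as strong as hits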
NRP1-CendR mod = alters CendR peptide binding to human NRP-1 | inhibition, % at 25 µM | 0.85% of 360,000 active | FAM-RPARPAR peptide binding to NRP-1, fluorescence polarization | O14786;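 active = inhibition or corrected inhibition above about 18%, plus a signal ratio from 0.5 to 1.5, limit read from the data, passing the limit was not always enough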; note: strong numbers were not always called active
Target sequence (O14786 whole entry, looked up): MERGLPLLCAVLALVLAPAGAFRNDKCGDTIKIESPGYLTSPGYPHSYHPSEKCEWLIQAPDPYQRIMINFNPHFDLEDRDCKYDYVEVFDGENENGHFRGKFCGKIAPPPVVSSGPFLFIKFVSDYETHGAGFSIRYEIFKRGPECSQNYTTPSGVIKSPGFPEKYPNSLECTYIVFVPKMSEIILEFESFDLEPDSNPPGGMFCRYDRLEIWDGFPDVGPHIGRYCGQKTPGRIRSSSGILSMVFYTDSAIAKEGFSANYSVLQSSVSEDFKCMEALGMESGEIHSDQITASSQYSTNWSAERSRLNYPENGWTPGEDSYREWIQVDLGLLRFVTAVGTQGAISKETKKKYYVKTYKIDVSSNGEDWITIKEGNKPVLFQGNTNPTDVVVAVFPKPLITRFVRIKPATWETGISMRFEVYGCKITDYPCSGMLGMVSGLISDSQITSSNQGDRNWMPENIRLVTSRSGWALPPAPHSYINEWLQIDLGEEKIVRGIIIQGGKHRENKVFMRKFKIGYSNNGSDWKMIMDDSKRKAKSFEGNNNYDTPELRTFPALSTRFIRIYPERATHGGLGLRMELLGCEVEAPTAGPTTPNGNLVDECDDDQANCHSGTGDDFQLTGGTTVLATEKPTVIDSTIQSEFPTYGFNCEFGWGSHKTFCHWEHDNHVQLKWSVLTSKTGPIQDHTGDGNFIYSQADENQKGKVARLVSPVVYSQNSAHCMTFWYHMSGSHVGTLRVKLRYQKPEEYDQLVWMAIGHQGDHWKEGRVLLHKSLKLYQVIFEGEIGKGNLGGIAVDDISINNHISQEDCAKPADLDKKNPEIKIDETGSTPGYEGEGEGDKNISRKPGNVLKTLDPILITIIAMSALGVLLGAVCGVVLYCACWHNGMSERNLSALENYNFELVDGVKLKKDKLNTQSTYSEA
MsrA inhibitor = inhibitors of bovine MsrA; inhibition, % at 15.5 µM; purified bovine MsrA, absorbance read-out; 0.75% of 360,000 active; in the data active = inhibition above about 4.5%;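 note: 0% = vehicle wells with enzyme and 100% = reference inhibitor wells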
Tb MetRS inh = blocks T. brucei methionyl-tRNA synthetase activity. purified T. brucei MetRS, ATP depletion, Kinase-Glo luminescence. inhibition, % at 11.9 µM. 0.4% of 360,000 active. AID 624268;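 active = inhibition above a per-plate cutoff of the control wells' mean inhibition plus 3 SD, cut at about 5.5% in these data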;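 note: 0% = DMSO wells median and 100% = median of wells with control inhibitor compound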
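Material: T. brucei methionyl-tRNA synthetase, purified; reagent: substrates ATP, L-methionine and bulk Escherichia coli tRNA; dosing: 11.9 µM single point; timing: 15 min plus 2 h at 25 °C; detection: luminescence of leftover ATP; evaluation: % inhibition; control set: DMSO-only wells as low control; replicates: singlicate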
FAS TE block = blocks the thioesterase domain of human fatty acid synthase. recombinant FAS-TE, OMFH fluorogenic substrate, fluorescence endpoint. inhibition, % at 15 µM. 0.67% of 360,000 active;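 active = compounds whose normalised, plate-corrected inhibition of enzyme fluorescence in the single-dose primary screen is 50% or more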;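 note: 0% = DMSO with enzyme and 100% = substrate without enzyme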
MT1-MMP act inh = MT1-MMP (human) activation inhibition; P50281; HT1080 RFP-PRO-GFP cells, GFP/RFP ratio fluorescence, overnight; percent of plate control window, DMSO zero; GFP/RFP ratio change, % at 20 µM; 0.061% of 360,000 active;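 active = GFP/RFP ratio change of at least 30% with cell ATP level not reduced by more than half and red fluorescence within 50% of control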; note: strong numbers were not always called active
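Test system: HT1080 cells expressing an RFP-PRO-GFP fluorescent reporter construct / Compound dosing: single-point 20 µM compound, 1% DMSO / Schedule: cells overnight before dosing, compound overnight, 37 °C, 5% CO2 / Evaluation: GFP/RFP fluorescence ratio / Control set: DMSO and RFP-L50D-GFP cell wells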
SKN-1 inh = blocks SKN-1 activity in C. elegans; C. elegans VP596 Pgst-4::GFP/RFP ratio, acrylamide-induced, 24 h; inhibition, % at 21.8 µM; 0.49% of 360,000 active; AID 624304;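 active = interference check ratio from 0.5 to 1.5 plus GFP to RFP signal ratio inhibition reaching or exceeding a fixed threshold, cut at about 30% in these data, passing the limit was not always enough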; note: some compounds called inactive have numbers as strong as hits
eLon inh = E. coli protease La inhibition | purified E. coli Lon protease, fluorescence polarization | AID 602123 | P0A9M0 | 0.42% of 360,000 active | inhibition, % at 7.94 µM; in the data active = inhibition above about 13%, passing the limit was not always enough;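 note: 0% = enzyme with probe and DMSO and 100% = no enzyme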
Active calls of the source: *; nt = not tested or not shown.

SMILES	bovine MsrA act	MLLE-PAM2 inh	NRP1-CendR mod	MsrA inhibitor	Tb MetRS inh	FAS TE block	MT1-MMP act inh	SKN-1 inh	eLon inh
COc1ccc(N2CCN(S(=O)(=O)c3ccc4c(c3)NC(=O)CS4)CC2)cc1	-1	3	0	-0.3	-1.1	4	1	9	1
Fc1ccc(Nc2nc(-c3ccncc3)cs2)cc1	-14	7	6	2.2	-0.8	6	-8	5	10
Cc1ccc(C(=O)NCC(=O)OCC(=O)c2cc(C)n(Cc3ccco3)c2C)cc1	-8	-15	33*	-0.2	-1.1	9	0	7	7
O=C(COCc1cc(-c2ccc3c(c2)OCO3)on1)Nc1cccnc1	-1	-3	6	-0.2	0.7	-6	4	14	-17
CN(C)C(=O)CSc1nnc(Cc2ccccc2)n1Cc1ccco1	2	3	0	0.2	-0.3	-9	4	16	-7
CN1CCN(S(=O)(=O)c2cccc(C(=O)Nc3cc(Cl)ccc3N3CCOCC3)c2)CC1	-2	-103	10	0.0	-0.2	4	0	6	2
COCCCN1C(=O)C(O)=C(C(=O)c2ccco2)C1c1ccccc1 (stereo not given)	-2	5	-9	1.3	-0.1	-9	-2	-10	-5
C=CCNC(=S)N/N=C/c1ccc(C(C)(C)C)cc1	0	14	2	1.9	-0.9	23	-7	-2	6
Cc1ccccc1C1C(C#N)=C2N=C(N)c3c(sc4c3CCCCC4)N2C2=C1C(=O)CC(C)(C)C2 (stereo not given)	-5	13	-36	0.0	-0.8	-42	-232	1	-7
O=C1CNC(=S)N1CCc1ccc(O)c(O)c1	-5	7	5	0.5	0.2	-6	4	9	0
COc1ccc(CC(=O)Nc2ccccc2C(=O)N2CCCC2)cc1	-2	5	10	-0.6	-0.4	-5	0	14	7
COCCn1c(CN2CCN(c3cccc(Cl)c3)CC2)nc2c1c(=O)n(C)c(=O)n2C	-4	-2	12	0.1	0.0	41	-9	-16	1
CC(=O)c1cccc(NC(=O)N2C3CCC2CC(NC(=O)C2CC2)C3)c1 (stereo not given)	-4	0	13	-0.3	-0.4	-9	-3	1	-17
N#Cc1c(NC(=O)COC(=O)C2CC3C=CC2C3)oc(-c2ccccc2)c1-c1ccccc1 (stereo not given)	-2	-4	-5	1.2	-0.2	4	-2	10	-4
COc1ccc(C(=O)OCC(=O)NC(=O)CCSc2ccccc2)cc1	-2	8	-1	0.0	-0.4	6	1	0	3
N#CCc1ccc(NC(=O)Nc2cccc(Cl)c2)cc1	1	13	6	0.2	-0.1	11	1	-6	-5
Cc1ccccc1OCCC(=O)OCC(=O)N(C)c1c(N)n(Cc2ccccc2)c(=O)[nH]c1=O	-3	-80	-11	-0.6	-0.2	-7	-1	8	-6
NS(=O)(=O)c1ccc(NC(=S)Nc2ccc(F)c(F)c2)cc1	-1	10	-5	0.7	0.1	-8	4	-5	6
Cc1c(C(=O)OC(C)C(=O)N(C)Cc2ccccc2)oc2ccccc12 (stereo not given)	-3	-14	-1	1.4	0.4	26	0	11	5
CCc1ccccc1NC(=O)CC1CS(=O)(=O)CC1CC(=O)Nc1ccccc1CC (stereo not given)	2	10	7	0.0	0.3	-11	2	-4	-5
CCCCC(=O)Nc1ccc2c3c(cccc13)CC2	-4	6	-6	1.4	0.4	2	-3	0	-5
O=C(COc1ccc2c(-c3ccccc3)cc(=O)oc2c1)NC1CCS(=O)(=O)C1 (stereo not given)	-2	9	-22	1.3	0.0	6	4	14	-5
CC1CCN(Cc2ccc(-c3nnn(CC(=O)NC4CCCCC4)n3)cc2)CC1	2	-2	2	0.0	-0.9	-5	2	14	-11
Cc1ccc(C(=O)O)cc1N1CCCC1=O	-2	4	-2	0.1	0.1	-3	2	15	4
Nc1c(C(=O)NCc2ccco2)c2nc3ccccc3nc2n1CCc1ccc(F)cc1	-10	-36	-16	1.3	8.4*	15	-13	-10	-19
COc1ccc(OC)c(NC(=O)COC(=O)CN(C)S(=O)(=O)c2ccc(C)cc2)c1	-4	4	-1	0.1	-0.4	-2	-2	1	-6
O=C(NCC1CCCN1S(=O)(=O)c1cccs1)c1ccccc1 (stereo not given)	-2	9	-5	-0.9	-0.3	-8	1	10	-4
Cc1cnccc1CN(C)Cc1cn(C)nc1-c1cccc(Cl)c1	-1	8	-16	-0.6	-1.1	2	-2	-7	3
CCOC(=O)c1ccc(NC(=O)CC2SC3=NCCN3C2=O)cc1 (stereo not given)	-2	-20	-1	-0.7	-1.0	-3	2	-2	4
CCC(=O)OCCNc1cc(SCCC(=O)OC)c2nonc2c1[N+](=O)[O-]	-3	1	-2	2.0	1.1	24	1	3	-8
O=C(O)c1cc(/C=C/C(=O)c2cc(F)ccc2O)c2c(c1)COCO2	-4	2	-4	1.1	-0.2	-5	5	-7	-9
O=C(CNC(=O)c1ccc(Br)o1)NCCc1ccc(F)cc1	-1	9	4	0.1	-0.2	-4	-2	-13	-4
O=C1NC[C@H](CCCCN2C[C@H](Cc3ccc(O)cc3)N(CCc3ccccc3)C(=O)C2=O)N(CC2CCCCC2)C1=O	0	nt	-15	0.2	-0.7	-7	2	9	3
CCOc1cc(C(=S)N2CCOCC2)ccc1OC(=O)c1ccccc1	-1	27	8	-0.5	-0.5	10	4	-3	-9
CCOC(=O)c1c(C)[nH]c(C)c1S(=O)(=O)N1CCOCC1	-4	-1	13	0.3	0.9	-7	0	-7	-6
CC(C)OCCCNC(=O)Cn1ncc2c(=O)oc3ccccc3c21	-2	0	10	-0.5	-0.7	2	-1	3	11
C=CCN1C(=O)/C(=C2/Sc3ccc(OC)cc3N2C)SC1=Nc1ccccc1	-7	18	0	0.4	-0.2	-3	-4	-13	-4
Cn1c(SCC(=O)NC2CC2)nnc1-c1cccs1	-5	-7	4	-1.1	-0.3	-2	-2	-6	-9
CC(C)c1ccc(CC(=O)N2CCC2(C)C(=O)Nc2cnc3ccccc3c2)cc1 (stereo not given)	1	10	8	1.5	-0.1	18	-6	-6	0
Cc1c(CC(=O)NCC(=O)NCC(=O)N[C@@H](Cc2ccccc2)C(=O)O)c(=O)oc2c(C)c(O)ccc12	-1	7	-17	1.3	-1.0	5	1	8	-4

Grouped by structure: the compounds so far containing a cyano group (3)
SMILES	bovine MsrA act	MLLE-PAM2 inh	NRP1-CendR mod	MsrA inhibitor	Tb MetRS inh	FAS TE block	MT1-MMP act inh	SKN-1 inh	eLon inh
Cc1ccccc1C1C(C#N)=C2N=C(N)c3c(sc4c3CCCCC4)N2C2=C1C(=O)CC(C)(C)C2 (stereo not given)	-5	13	-36	0.0	-0.8	-42	-232	1	-7
N#Cc1c(NC(=O)COC(=O)C2CC3C=CC2C3)oc(-c2ccccc2)c1-c1ccccc1 (stereo not given)	-2	-4	-5	1.2	-0.2	4	-2	10	-4
N#CCc1ccc(NC(=O)Nc2cccc(Cl)c2)cc1	1	13	6	0.2	-0.1	11	1	-6	-5

Next compounds follow.
SMILES	bovine MsrA act	MLLE-PAM2 inh	NRP1-CendR mod	MsrA inhibitor	Tb MetRS inh	FAS TE block	MT1-MMP act inh	SKN-1 inh	eLon inh
CCn1c(=O)cc(SCC(=O)N2CCN(Cc3ccc4c(c3)OCO4)CC2)c2ccccc21	1	-7	3	-0.3	-0.4	9	3	8	-7
CCN1CCN(Cc2ccc(NC(=O)CC3Oc4ccc(C)cc4NC3=O)cc2)CC1 (stereo not given)	1	0	-3	1.7	-0.1	-5	4	3	4
NS(=O)(=O)c1ccc(NCc2cnc3ccccc3c2)cc1	0	13	-6	-1.1	-0.1	-6	2	-2	2
O=C(c1ccco1)N1CCN(c2ncnc3c2cnn3-c2ccccc2)CC1	1	5	-9	-0.4	-0.3	-6	8	-7	12
CCc1ccccc1Oc1nc2cc(-c3cccc(OC)c3)sc2c(=O)n1C	0	-3	-8	-0.1	-0.3	20	3	-12	6
COc1ccc(NC(=S)NC23CN4CN(CN(C4)C2)C3)c(OC)c1	-1	6	3	1.0	0.1	-13	0	-13	2
CC(=O)Nc1cc(-c2cccc(CO)c2)cn2c(-c3cccc(C(F)(F)F)c3)cnc12	-1	-30	-8	0.0	-0.1	8	-3	8	-4
COCCCN(C(=O)c1cc(-c2ccco2)nc2ccccc12)c1c(N)n(Cc2ccccc2)c(=O)[nH]c1=O	-13	7	-16	1.4	-0.7	-5	nt	-9	-6
COC(=O)CC1C(=O)NCCN1C(=S)Nc1ccccc1 (stereo not given)	-2	-5	0	-0.3	0.3	-2	5	5	-12
CCC(CC)NC(=O)COC(=O)c1cc(Br)ccc1Cl	0	3	-8	0.9	-0.8	4	4	5	2
CCOc1ccc(CN(C)CC(=O)Nc2ccc([N+](=O)[O-])cc2Cl)cc1	-2	-9	6	-0.3	0.3	42	-3	-13	2
Cc1cccc(OCCN2C(=O)C(=O)c3cccc(C)c32)c1	-10	-6	1	-1.4	-0.9	-3	0	1	4
Cc1nnc(N/N=C/c2ccc(-c3ccccc3F)o2)n1N	1	-13	-10	6.1*	0.1	-5	-2	9	-4
COc1ccc(OC)c(NC(=O)CCn2c(=S)[nH]c3ccccc3c2=O)c1	0	-91	-2	-0.3	0.2	-2	-2	-2	-3
COc1ccc(N(C(=O)c2snc(C(N)=O)c2N)C(C(=O)NC2CCCC2)c2cc(OC)ccc2OC)c(OC)c1 (stereo not given)	-3	2	2	0.6	-0.4	4	-6	5	-1
O=C(NC(=S)NCc1cccnc1)c1ccc([N+](=O)[O-])cc1	-12	17	-5	-0.2	-0.7	4	nt	2	-8
CCc1ccc(NC(=O)Nc2cnccn2)cc1	-1	12	9	-0.7	0.2	-6	-2	20	1
COc1ccc(C)cc1NC(=O)CN1CCN(c2ccc(F)cc2)CC1	1	5	-1	-0.3	-0.3	8	-3	8	-4
CCN(CC)CCCn1c(C)cc2c(c1=O)C(c1cccc(Cl)c1)C(C#N)=C(N)O2 (stereo not given)	-14	2	16	0.9	-0.8	-3	-7	-16	-4
CC(=O)N1CCN(C(=S)Nc2ccc(Oc3ccccc3)cc2)CC1	-8	-109	1	0.8	-1.5	-15	-2	-6	-6
COc1cccc(NC(=O)C2C3C=CC4(O3)C2C(=O)N(CCCN2CCCC(C)C2)C4C(=O)NC2CCCCC2C)c1 (stereo not given)	-1	-10	4	-0.6	-0.5	-2	3	-3	3
O=S(=O)(Nc1cccnc1)c1cccnc1	-12	-3	-4	0.1	-0.5	-7	-3	12	-20
COc1cc(/C=C/C(=O)OCC(=O)Nc2cc(S(=O)(=O)N(C)C)ccc2Cl)ccc1O	-3	8	-10	1.0	-0.5	-3	5	-2	-11
N#CCCN(C(=O)COC(=O)C1=NNC(=O)CC1)c1ccccc1	-4	6	-4	-0.8	-0.4	-2	5	-6	0
COc1ccc(C(=O)NNC2=NC(C)(C)Cc3cc(C)c(C)cc32)cc1	0	-26	13	-0.3	0.1	-5	1	-15	-4
Cc1cc(C)cc(Cn2c3ccc(NC(=O)NCc4ccc(F)cc4)cc3c(=O)n2C)c1	-4	-6	-2	0.1	0.0	-3	6	4	8
CCOC(=O)c1[nH]c2ccccc2c1NC(=O)CC	-7	-5	-4	0.6	-0.8	-14	-2	-16	-3
O=C(COC(=O)c1ccc(O)cc1O)NC(=O)Cc1ccccc1	-4	4	-8	0.7	-0.4	-8	-2	-23	-5
O=c1oc2cc(O)ccc2c2oc3cc(O)ccc3c12	-3	-11	-8	4.1	0.6	0	1	6	-1
Cc1c(C)n(CCc2c[nH]c3ccccc23)ccc1=O	-2	4	1	0.1	-0.3	-4	3	4	-17
